Assay outcomes (PubChem)
Salmonella PhoP GFP = Inhibition of PhoP regulon, Salmonella typhi GFP reporter cells, confirmation, 4 h (AID 1850). Salmonella Typhi PhoP-promoter GFP reporter, fluorescence, 4 h; higher % means a stronger effect. 310,000 tested, 0.33% active. one-dose inhibition, % at 50 µM; IC50 in µM for titrated hits; in the data active = a potency from the dose series; inconclusive = inhibition mostly from about 25% at the one dose, without a potency; inactive = the rest, 99 in 100 with inhibition below about 19%;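 note: 0% = induced wells with vehicle and 100% = uninduced wells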
M. tuberculosis = growth inhibition of non-replicating M. tuberculosis (AID 488890). one-dose inhibition, % at 25 µM; IC50 in µM for titrated hits. Mycobacterium tuberculosis non-replicating, growth inhibition; higher % means a stronger effect. 320,000 tested, 0.39% active; in the data active = a potency from the dose series; inconclusive = inhibition mostly from about 82% at the one dose, without a potency; inactive = the rest, 99 in 100 with inhibition below about 76%;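 note: plate controls were DMSO cells for no effect and high antibiotic wells for full effect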
M. tuberculosis HTS = M. tuberculosis growth inhibition, HTS (AID 449762) | M. tuberculosis H37Rv growth inhibition, 7H9 media; higher % means a stronger effect | inhibition, % at 25 µM, or IC50 in µM where a hit was titrated | 330,000 tested, 0.59% active; in the data active = a potency from the dose series; inconclusive = inhibition above about 70% without an active follow-up result;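 note: bacterial growth assessed after seven days of incubation; strong numbers were not always called active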
influenza NS1A = NS1A inhibition, H1N1 influenza, cell based functional assay (AID 504329); one-dose inhibition, % at 12.5 µM; IC50 in µM for titrated hits; NS1A functional cell-based assay, percent inhibition; higher % means a stronger effect; 340,000 tested, 0.3% active; in the data active = a potency from the dose series; inconclusive = inhibition above about 27% without an active follow-up result; note: strong numbers were not always called active
inhibitors of VEEV = inhibitors of VEEV TC-83 cytopathic effect, confirmation, Vero cells (AID 588727); Vero cells, VEEV TC-83 cytopathic effect inhibition; higher % means a stronger effect; inhibition, % at 20 µM, or IC50 in µM where a hit was titrated; 350,000 tested, 0.13% active; in the data active = a potency from the dose series; inconclusive = inhibition mostly from about 14% at the one dose, without a potency; inactive = the rest, 99 in 100 with inhibition below about 12%; note: strong numbers were not always called active
inhibitors of VEEV 10K pilot screen = recorded beside inhibitors of VEEV, whose call it bears; inhibition, %; measured here: 10K pilot screen inhibition
Starred values were filed as active, the others as inactive; i = inactive; u = inconclusive; x = not tested or not shown. Random draw from the library. Share with any hit: about 1.5%.

SMILES	Salmonella PhoP GFP	M. tuberculosis	M. tuberculosis HTS	influenza NS1A	inhibitors of VEEV	others
CCN1CCN(c2ccc(N)cc2)CC1	-11%	-1%	0%	11%	0.8%
COc1ccc(Cl)cc1NC(=O)CSc1nc(Nc2ccccc2)nc(N2CCOCC2)n1	-15%	-5%	-4%	3%	8.4%
CC(C)c1nc2ccc(NC(=O)C3CCCCC3)cc2[nH]1	1%	0%	-1%	-2%	0.4%
Cc1ccccc1OCC(=O)N/N=C/c1ccc2c(c1)OCCO2	-3%	21%	-2%	22%	i
CN(c1ccccc1)S(=O)(=O)c1ccc(NC(=O)c2cccs2)cc1	-2%	1%	0%	-1%	7.5%
CC(=O)N1CCN(C(=O)c2cccc(NS(=O)(=O)c3ccc(Br)cc3)c2)CC1	-3%	-2%	-5%	-4%	2.5%
CCOC(=O)/C(N=Nc1c(C)n(C)n(-c2ccccc2)c1=O)=C(\C)O	-6%	-29%	-7%	-4%	1.6%
CC(C)(C)OC(=O)N[C@@H](COCc1ccccc1)C(=O)N[C@@H](CO)[C@H](O)[C@@H]1C[C@@H]1C(=O)NC1CC1	8%	14%	-6%	-12%	i
CCOC(=O)CC(=O)CSc1ncnc2c1oc1ccccc12	-12%	70%	-6%	10%	0.2%
CCC(C)(C)NC(=O)C(c1ccc(OC)cc1)N(C(=O)CCC(=O)Nc1cc(C)on1)C1CC1 (stereo not drawn)	-2%	-8%	-5%	-1%	i
COCCN(C(=O)COC(=O)c1ccc2c(c1)OCCO2)c1c(N)n(Cc2ccccc2)c(=O)[nH]c1=O	3%	-11%	-8%	-5%	5.3%
CCCCN(C)C(=O)C(Cc1ccccc1)NS(=O)(=O)c1ccc2c(c1)c(=O)n(C)c(=O)n2C (stereo not drawn)	-10%	26%	-3%	1%	6.3%
CCOc1ccc(C(=O)NCC(=O)OCCN2C(=O)c3ccccc3C2=O)cc1OCC	x	-6%	-4%	-2%	1.7%
Cc1onc(-c2c(F)cccc2Cl)c1C(=O)NCCCN1CCOCC1	-1%	-6%	-6%	-9%	1.2%
CN(C)CCNc1ncnc2c1sc1nc(N3CCCC3)c3c(c12)CC(C)(C)OC3	1%	u	14%	20%	28%
COc1cc2c(=O)n(Cc3ccccc3)c(=O)n(CC(=O)NCc3ccco3)c2cc1OC	x	x	x	-4%	3.3%
CC(Nc1ccccc1CO)C(=O)Nc1cccc(Cl)c1Cl (stereo not drawn)	2%	16%	5%	-3%	0.7%
Cc1ccccc1NC(=O)Nc1nc2ccc(S(C)(=O)=O)cc2s1	9%	43%	6%	8%	0.2%
Cc1cccc(CCN=c2c([N+](=O)[O-])nn(-c3ccccc3)n2O)c1	-8%	u	u	-9%	2.2%	inhibitors of VEEV 10K pilot screen=0.5
COC(=O)C(Cc1ccccc1)NC(=O)c1cc(S(=O)(=O)N(C)C)ccc1Cl (stereo not drawn)	-20%	8%	-2%	-3%	1.6%

The final 5 compounds of the section before come first, to join the parts:
SMILES	Salmonella PhoP GFP	M. tuberculosis	M. tuberculosis HTS	influenza NS1A	inhibitors of VEEV	others
COc1cc2c(=O)n(Cc3ccccc3)c(=O)n(CC(=O)NCc3ccco3)c2cc1OC	x	x	x	-4%	3.3%
CC(Nc1ccccc1CO)C(=O)Nc1cccc(Cl)c1Cl (stereo not drawn)	2%	16%	5%	-3%	0.7%
Cc1ccccc1NC(=O)Nc1nc2ccc(S(C)(=O)=O)cc2s1	9%	43%	6%	8%	0.2%
Cc1cccc(CCN=c2c([N+](=O)[O-])nn(-c3ccccc3)n2O)c1	-8%	u	u	-9%	2.2%	inhibitors of VEEV 10K pilot screen=0.5
COC(=O)C(Cc1ccccc1)NC(=O)c1cc(S(=O)(=O)N(C)C)ccc1Cl (stereo not drawn)	-20%	8%	-2%	-3%	1.6%
S=C(NCc1ccccc1)Nc1ccc(Oc2ccccc2)cc1	1%	u	27%	-3%	i
CCN(C(N)=S)c1ccccc1	5%	2%	9%	-5%	0.5%
CN1CCN(c2nc(-c3ccccc3)c3cc(Cl)ccc3n2)CC1	6%	59%	u	-4%	i
O=C1CC(Nc2ccc(N3CCOCC3)cc2)C(=O)N1Cc1ccccc1 (stereo not drawn)	-1%	23%	4%	25%	0.1%
CC(C)c1cc(C(=O)Nc2sc3c(c2C#N)CCC3)no1	-11%	74%	-1%	2%	4.4%
CCCN(CC(=O)Nc1ccccc1C)C(=O)/C=C/c1cccs1	9%	-9%	-2%	-9%	i	inhibitors of VEEV 10K pilot screen=0.5
CCCSc1nnc(NC(=O)CSc2sc3c(O)cc(=O)[nH]c3c2C#N)s1	1%	21%	-2%	10%	0.8%
N/C(=N\OC(=O)Nc1ccccc1)c1ccno1	14%	-20%	-4%	x	0.5%
COc1ccc(OCC(=O)C2CC2)c(C#N)c1	3%	0%	-1%	-13%	0.7%
CC1(/[N+]([O-])=C/c2cccc(Cl)c2)CCCCC1=O (stereo not drawn)	-6%	-14%	-5%	-20%	1.1%

Filtered by structure, those above with a furan ring, fused or not
SMILES	Salmonella PhoP GFP	M. tuberculosis	M. tuberculosis HTS	influenza NS1A	inhibitors of VEEV	others
CCOC(=O)CC(=O)CSc1ncnc2c1oc1ccccc12	-12%	70%	-6%	10%	0.2%
COc1cc2c(=O)n(Cc3ccccc3)c(=O)n(CC(=O)NCc3ccco3)c2cc1OC	x	x	x	-4%	3.3%

(listing goes on)
SMILES	Salmonella PhoP GFP	M. tuberculosis	M. tuberculosis HTS	influenza NS1A	inhibitors of VEEV	others
O=C(C1CCCN(Cc2ccccc2[N+](=O)[O-])C1)N1CCCC1 (stereo not drawn)	13%	2%	10%	23%	1.2%
CN(C)CCCN(C(=O)c1ccco1)c1nc2ccc(F)cc2s1	-4%	4%	-7%	-2%	i
Cc1cc(C)c(/C([O-])=C(/C(=S)Nc2ccc(SC(F)F)cc2)[n+]2ccccc2)cc1C	-20%	17%	8%	-8%	3.4%
COc1ccc(NC(=O)CSCC(=O)Nc2nnc(C)s2)cc1	-2%	5%	-5%	10%	0.5%
CCn1c(CCNC(=O)c2ccccc2Cl)n[nH]c1=S	0%	4%	-2%	-7%	i
COc1cccc(N2CCN(S(=O)(=O)c3ccc4c(c3)N(C(C)=O)CCO4)CC2)c1	-1%	1%	-9%	5%	0.8%
CCOc1ccc(CCNC(=O)COC(=O)Cn2cnc3ccccc3c2=O)cc1OCC	-13%	18%	-5%	0%	1.4%
O=[N+]([O-])c1ccc(N2CCN(S(=O)(=O)c3ccccc3)CC2)c2cccnc12	3%	20%	5%	2%	3.1%
O=C(NNC(=S)NCc1ccccc1)c1ccc(Br)o1	1%	-11%	-6%	-1%	0.6%
O=C(CCC(=O)Nc1ccccc1)NCCO	-6%	-7%	-1%	4%	0.3%
CCOC(=O)N1CCN(c2c(N3CCc4ccccc43)c(=O)c2=O)CC1	x	5%	1%	0%	i
COc1ccc(CN2CC(C(=O)NCCc3ccccc3)CC2=O)cc1 (stereo not drawn)	-4%	18%	-1%	2%	i	inhibitors of VEEV 10K pilot screen=0.4
Cc1c(NC(=O)c2cnc(Cl)c(Cl)c2)c(=O)n(-c2ccccc2)n1C	-3%	-6%	5%	5%	0.1%
CCS(=O)(=O)C1=NN2C(=N)/C(=C\c3ccc(OCCOc4cccc(OC)c4)c(OC)c3)C(=O)N=C2S1	14%	17%	1%	24%	0.5%
CCCCCCCc1nc2c(=O)n(C)c3ccccc3c2o1	0%	-1%	-2%	-3%	0.4%
CCN1C(=O)c2cccc3c(NS(=O)(=O)c4ccc(NC(C)=O)cc4)ccc1c23	3%	15%	-18%	-4%	4.4%
CCOc1ccc2nc(SCc3ccccc3C#N)sc2c1	-2%	33%	12%	-7%	i
COc1cc(/C=C/C(=O)Nc2ccc3nc4n(c(=O)c3c2)CCCC4)cc(OC)c1OC	-8%	14%	3%	-10%	7.0%
COCCNc1nc(-c2cc(C)c(C)cc2C)cs1	-5%	1%	-3%	19%	1.6%
CCOC(=O)c1ccc(-n2c(CCC(=O)O)ccc2-c2ccccc2)cc1	-2%	6%	2%	-17%	i
COc1ccc(/C=C(\NC(=O)c2ccccc2)C(=O)N/N=C/c2cccnc2)cc1	10%	2%	3%	-22%	7.1%
CCN(c1ccccc1)S(=O)(=O)c1ccc(N2CCN(c3ccc(O)cc3)CC2)nc1	x	48%	1%	23%	4.4%
Cc1ccc(C)c(NC(=S)N2CCN(S(=O)(=O)c3ccccc3)CC2)c1	-6%	-11%	5%	5%	7.6%
CC1CCN(c2nc(-c3ccc(F)cc3)cc(C(F)(F)F)n2)CC1	-7%	-2%	0%	-20%	1.5%
Cc1ccc(NC(=Nc2ccc(Br)cc2)N2CCOCC2)cc1C	-2%	32%	-6%	5%	0.3%
CCC1COCCS(=O)(=O)N1Cc1ccccc1 (stereo not drawn)	12%	18%	2%	-10%	i
O=C(NCc1ccccc1C(F)(F)F)C1CC(c2ccccc2C(F)(F)F)=NO1 (stereo not drawn)	-16%	24%	1%	12%	0.3%
CCN(CC)CCCNC(=O)CCn1nc(-c2ccccc2)ccc1=O	-3%	-15%	-1%	2%	0.5%
CCc1ccccc1NC(=S)N1CCC(C(=O)c2ccc(F)cc2)CC1	10%	11%	-3%	-1%	0.5%
CC(NC(=O)c1cc(-c2ccccc2)on1)c1ccccc1 (stereo not drawn)	-11%	-8%	-3%	0%	1.6%	inhibitors of VEEV 10K pilot screen=3.0
COc1cccc(NC(=O)CN(C)C(=O)C2CC3C=CC2C3)c1 (stereo not drawn)	x	8%	1%	-6%	1.8%
COc1cccc(NC(=S)NCCc2ccccn2)c1	11%	-2%	5%	4%	0.8%
CCOC(=O)Nc1ccc(S(=O)(=O)Nc2nccc(C)n2)cc1	-3%	13%	-3%	-3%	3.5%
S=c1[nH]cnc2sc(-c3ccccc3)cc12	-5%	i	u	-2%	3.5%
COc1ccc(N(CC(=O)Nc2cc(Cl)ccc2OC)S(=O)(=O)c2c(C)noc2C)cc1	-12%	11%	-4%	-1%	i
CCCCCC(=O)Nc1nnc(CCc2ccccc2)s1	2%	-20%	12%	-24%	0.9%
Cc1c(C(=O)N(CC(C)C)c2c(N)n(Cc3ccccc3)c(=O)[nH]c2=O)sc2nc3n(c(=O)c12)CCC3	0%	-22%	-3%	10%	4.8%
CNc1ccccc1C(C)(C)c1cc(-c2cccc([N+](=O)[O-])c2)no1	-4%	29%	67%	-7%	0.1%
CC(=C\C(=O)O)/C(=C\c1cccc2ccccc12)C(=O)O	7%	0%	5%	0%	2.9%
CCOc1ccccc1C(=O)N/N=C/c1ccoc1	-8%	-16%	-4%	-1%	3.8%
Cc1ccc(N(C(=O)c2cccs2)C2C=CS(=O)(=O)C2)cc1 (stereo not drawn)	-3%	x	-8%	-5%	1.4%
CC12CN3CCN(CC(C3)C1(O)CN1CCOCC1)C2 (stereo not drawn)	-7%	-11%	-3%	2%	6.6%
O=C(CCCNC(=O)c1ccc(Cl)cc1)NCc1ccccc1F	2%	45%	-1%	-12%	0.3%
Cc1ccc(S(=O)(=O)Nc2cccnc2Oc2ccc(Cl)cc2)cc1	5%	15%	3%	0%	1.2%
CC(C)NC(=S)NC(=O)/C=C/c1ccc(F)cc1	-3%	8%	0%	-2%	i
O=c1[nH]c(C2CCN(S(=O)(=O)c3ccc4c(c3)OCCO4)CC2)nc2c1nnn2Cc1ccc(F)cc1	6%	17%	38%	8%	3.8%
CN(C)/C(CN1CCN(C=O)CC1)=C1\N=C(c2ccccc2)OC1=O	-3%	2%	1%	11%	i	inhibitors of VEEV 10K pilot screen=0.2
O=C1CNC(=S)N1CCCn1ccnc1	1%	x	2%	-7%	0.5%
COc1cc(Br)c(C2C(C#N)=C(N)Oc3n[nH]c(-c4cccnc4)c32)cc1OC (stereo not drawn)	2%	-1%	1%	-1%	2.0%
COCCn1c(SCC(=O)Nc2cc(Cl)ccc2OC)nc2c(c1=O)SC(C)C2 (stereo not drawn)	-6%	25%	-8%	26%	9.3%

Further results
SMILES	Salmonella PhoP GFP	M. tuberculosis	M. tuberculosis HTS	influenza NS1A	inhibitors of VEEV	others
CC(C)c1nnc(NC(=O)CCCC(=O)O)s1	-1%	-3%	-2%	-18%	i
O=C(COC(=O)c1ccccc1SCC(=O)N1CCCC1)NC1CCS(=O)(=O)C1 (stereo not drawn)	-6%	-2%	0%	-5%	0.7%
Cc1cc(C)cc(NC(=O)Cn2nnc3ccccc3c2=O)c1	2%	4%	4%	-22%	i
CCN(CC)CCCN1C=C2C(=O)C(C)(OC(=O)CCc3ccccc3)C(=O)C=C2C=C1c1ccc(C#N)cc1 (stereo not drawn)	13%	2%	9%	3%	i
CCOC(=O)N1CCN(CC(O)COc2cc(C)cc(C)c2)CC1 (stereo not drawn)	-7%	10%	15%	-16%	0.5%
CNC(=O)c1cc(C(=O)c2ccc(C(F)(F)F)cc2)c[nH]1	7%	30%	7%	18%	i
